Screening results: PubChem BioAssay, National Center for Advancing Translational Sciences (NCATS)
TSHR antagonist = antagonists of human thyroid stimulating hormone receptor | activity change, negative = inhibition, % at 11.5 µM | P16473 | actives 0.2% (n = 330,000) | TSHR-expressing cells, TSH-stimulated cAMP HTRF, 2 h; active compounds read low;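 active = activity change below a set negative limit, meaning inhibition stronger than a set level, cut at about -70% in these data; inconclusive = activity change between two set negative limits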; also: % is scaled to controls: 0 for no effect and ±100 for the full control effect
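Inhibition of cAMP made by TSHR-expressing cells under TSH stimulation (4nM final, EC80; 2 h, 37 deg C) is quantified with a one-step lysis HTRF kit, anti-cAMP cryptate versus cAMP-d2.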
PTAP TSG101 blk = blocks PTAP/TSG101 interaction to inhibit HIV-1 budding. Fluorescence polarization, FITC-PTAP peptide / Tsg101 binding. Potency, µM (top dose mostly 115 µM), for inactives: top-dose activity change, negative = inhibition, hits mostly inhibitors. Q99816. 340,000 tested, under 10 active; active = well fitted inhibition curve with a large enough effect in the main read-out, with a control signal flat, not every such curve was filed as active; inconclusive = small, poorly fitted or top-dose-only effect, or effect the other way, or a change in a side signal; inactive = no such curve, though single readings can be large or run the other way; also: potency is read from the fitted curve at half-maximal effect; % of control where 0% means no effect
Target sequence (Q99816 whole entry, looked up): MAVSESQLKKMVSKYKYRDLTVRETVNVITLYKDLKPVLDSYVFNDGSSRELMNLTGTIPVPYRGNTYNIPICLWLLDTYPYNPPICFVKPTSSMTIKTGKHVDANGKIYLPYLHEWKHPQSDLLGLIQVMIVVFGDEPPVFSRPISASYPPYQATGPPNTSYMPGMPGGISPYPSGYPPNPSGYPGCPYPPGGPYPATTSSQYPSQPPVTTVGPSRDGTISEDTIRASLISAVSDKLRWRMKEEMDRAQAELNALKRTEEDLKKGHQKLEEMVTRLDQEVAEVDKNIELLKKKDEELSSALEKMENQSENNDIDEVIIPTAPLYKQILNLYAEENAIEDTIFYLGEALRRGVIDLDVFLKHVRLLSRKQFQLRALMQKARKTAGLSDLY
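Tsg101 binding domain (10 uM final) was mixed with compound and a FITC-labeled PTAP peptide (50 nM final) in HEPES pH 7.5 buffer with NaCl, Tween 20, EDTA and TCEP; fluorescence polarization was read after 20 min at r.t.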
AT treatment = potential ataxia-telangiectasia treatments restoring KAP-1 phosphorylation | […] A-T fibroblasts, KAP-1 phosphorylation AlphaLISA; neocarzinostatin DNA damage 30 min before lysis | Potency, µM (highest dose often 57.5 µM), without a hit: at the highest dose activation, usual class: activators | actives 0.19% (n = 320,000) | AID 485349; also: potency is read from the fitted curve at half-maximal effect; % of control where 0% means no effect; nearly all actives have a fitted effect of over 45% in size
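ATM-like activity read as KAP-1 phosphorylation via AlphaLISA donor/acceptor antibody pairs after lysis and 6 hr at 25C. Cells were ATM-null patient fibroblasts ([…], hTERT), dosed 60 min, then exposed to the DSB inducer NCS for 30 min.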
a7 integrin act = activators of alpha7 integrin expression for muscular dystrophy; alpha7betagal myoblasts, beta-gal FDG fluorescence, 48 h; AID 624291; actives 0.064% (n = 350,000); Potency, µM (series often up to 38.3 µM), for the others: top-dose activation, most hits filed as activators;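 also: potency is read from the fitted curve at half-maximal effect; 100% = response of the positive control SU9516; nearly all actives have a fitted effect of over 60% in size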
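alpha7betagal+/- myoblasts (passage 13, 250/well) treated 48 h at 37C with compounds at 1:260 dilution of DMSO stock. Lysed, then beta-galactosidase activity read as FDG fluorescence (ex 480/em 540) after 30 min, with pre-read for autofluorescence.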
TCR activator = T cell receptor activation; primary human leukocytes, anti-CD3, IL-2 HTRF, 48 h; Potency, µM (highest dose often 9.22 µM), for the others: at the top dose activation of IL-2 secretion, usual class: activators; 330,000 tested, under 10 active; AID 504894; also: % of control where 0% means no effect
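Primary human leukocytes were stimulated with a-CD3 beads plus compounds for 48 hr without co-stimulation; secreted IL-2 was quantified by HTRF using a-IL-2-K (europium cryptate) and a-IL-2-d2, excited at 320nm with acceptor emission read at 665nm.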
Mito fusion act = inhibitors of mitochondrial division or activators of mitochondrial fusion | S. cerevisiae fusion-defective mutant growth rescue, CellTiterGlo 48 h | Potency, µM (doses to about 46.1 µM), without a hit: at the top dose growth rescue (activation), most hits filed as activators | actives 0.23% (n = 320,000) | AID 485298;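 also: potency is read from the fitted curve at half-maximal effect; % of control where 0% means no effect; nearly all actives have a fitted effect of over 45% in size; temperature-sensitive fusion mutants such as fzo1-1 at 37 °C on non-fermentable ethanol glycerol medium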
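Yeast fusion mutant, YPEG (non-fermentable carbon), compound, 48 h at 37C non-permissive; CellTiterGlo added, 10 min RT, luminescence read. Rescued growth = division inhibition.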
Menin MLL FP TR = menin-MLL binding inhibition, Texas Red mutant peptide | actives 0.23% (n = 270,000) | Menin + Texas Red MLL mutant peptide, fluorescence polarization | O00255 | Potency, µM (titrated, usually from 61.6 µM), for inactives: at the top dose FP activity change, negative = inhibition, most hits filed as inhibitors; active = well fitted inhibition curve with a large enough effect in the polarisation, with a control signal flat, not every such curve was filed as active; inconclusive = small, poorly fitted or top-dose-only effect, or effect the other way, or a change in a side signal; inactive = no such curve, though single readings can be large or run the other way; the % refers to the polarisation; also: potency is read from the fitted curve at half-maximal effect; % of control where 0% means no effect; many of its hits are not listed in these tables
CXXC DNA block = MLL CXXC-DNA interaction inhibition; MLL-CXXC / FITC-HOXA9 DNA fluorescence polarization; actives 0.037% (n = 290,000); Potency, µM (series often up to 115 µM), without a hit: at the highest dose activity change, negative = inhibition, usual class: inhibitors; AID 2662; Q03164; active = well fitted inhibition curve with a large enough effect in the polarisation, with a control signal flat, not every such curve was filed as active; inconclusive = small, poorly fitted or top-dose-only effect, or effect the other way, or a change in a side signal; inactive = no such curve, though single readings can be large or run the other way; the % refers to the polarisation; also: potency is read from the fitted curve at half-maximal effect
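Purified MLL-CXXC (added from a 7 uM solution) was preincubated 5 min at ambient with pinned compounds in 50 mM Tris-HCl pH 7.5, 50 mM NaCl, 1 mM DTT, 0.05% BSA. Fluorescein-labeled HOX-A9 DNA (50 nM solution) followed, 30 min, then polarization read.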
MBNL1-CUG inh = inhibitors of human MBNL1 binding to CUG repeat RNA. TR-FRET MBNL1-His/biotin-(CUG)12 binding, 665/545 ratio. Potency, µM (top dose mostly 57.5 µM), for inactives: at the highest dose activity change, negative = inhibition, actives largely listed as inhibitors. actives 0.036% (n = 280,000). AID 2675; active = well fitted inhibition curve with a large enough effect in the signal ratio, with a control signal flat, not every such curve was filed as active; inconclusive = small, poorly fitted or top-dose-only effect, or effect the other way, or a change in a side signal; inactive = no such curve, though single readings can be large or run the other way; the % refers to the signal ratio; also: potency is read from the fitted curve at half-maximal effect; % is scaled to controls: 0 for no effect and ±100 for the full control effect
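TR-FRET between His-tagged MBNL1 and biotin-(CUG)12 RNA, detected with Tb anti-His antibody (0.055 ng/ul) and streptavidin-XL665 (5 nM), 60 min at room temperature. Compounds titrated 92 nM to 58 uM; 665/545 nm ratio normalized to buffer and complex controls.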
ASM inhibitor = human S-ASM enzyme inhibition. P17405. placental ASM, HMU-PC fluorogenic substrate, 60 min. Potency, µM (top dose mostly 57.5 µM), without a hit: top-dose activity change, negative = inhibition, hits mostly inhibitors. actives 0.006% (n = 340,000). AID 504937; also: potency is read from the fitted curve at half-maximal effect
Target sequence (P17405 47-631 limits assumed): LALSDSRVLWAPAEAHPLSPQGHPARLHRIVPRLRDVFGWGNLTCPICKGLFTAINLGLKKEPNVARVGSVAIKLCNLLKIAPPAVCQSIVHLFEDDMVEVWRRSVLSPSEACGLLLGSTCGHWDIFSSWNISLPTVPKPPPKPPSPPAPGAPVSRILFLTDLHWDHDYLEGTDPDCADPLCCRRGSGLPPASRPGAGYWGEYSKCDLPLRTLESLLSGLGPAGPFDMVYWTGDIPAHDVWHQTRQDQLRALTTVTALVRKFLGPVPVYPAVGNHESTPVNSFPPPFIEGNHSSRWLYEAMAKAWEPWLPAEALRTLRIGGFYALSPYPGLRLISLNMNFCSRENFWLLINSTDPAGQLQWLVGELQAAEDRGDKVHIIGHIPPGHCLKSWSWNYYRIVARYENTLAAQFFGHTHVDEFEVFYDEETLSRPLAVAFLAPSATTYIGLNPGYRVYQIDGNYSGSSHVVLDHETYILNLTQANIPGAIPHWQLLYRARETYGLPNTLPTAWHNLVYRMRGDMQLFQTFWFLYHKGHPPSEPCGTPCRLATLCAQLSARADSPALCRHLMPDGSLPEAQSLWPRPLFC
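Steps: dispense placental human ASM, pin compound, wait 10 min at room temperature, add HMU-PC0 substrate at 9 uM final, incubate 60 min at 37 °C, add stop solution raising pH to 10, read fluorescence.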
Numbers without * were called inactive; ? = inconclusive; nt = not tested or not shown; [ ] = dose if it differs, or a comment. Unless noted, calls follow the shape of the dose curve; as a rule, active = well fitted curve in the direction sought with a large enough effect; inconclusive = small, poorly fitted or top-dose-only effect, or another doubt; inactive = no such curve, though single readings can be large; an effect the other way counts as inactive or inconclusive. Some of the compounds tested; the hit share may differ from the screen's.

SMILES	TSHR antagonist	PTAP TSG101 blk	AT treatment	a7 integrin act	TCR activator	Mito fusion act	Menin MLL FP TR	CXXC DNA block	MBNL1-CUG inh	ASM inhibitor
CN(C)c1nnnn1-c1ccc(Cl)cc1Cl	13.4	0.5%	4.1%	-7.9%	2.5%	7.0%	-7.9%	0.6%	-7.6%	1.5%
CC(C)C(=O)Nc1c(-c2ccccc2)c(=O)c2ccccc2n1C	-7.7	-0.7%	12.9%	-4.1%	2.1%	-2.3%	nt	-1.3%	-4.9%	4.8%
c1ccc2c(-n3cccn3)cccc2c1	-3.6	-4.3%	11.0%	15.7%	-3.0%	-10.1%	0.1%	2.6%	24.5%	-2.5%
O=C(NCc1nc(-c2ccccc2)no1)c1cccs1	-30.5	-5.2%	5.7%	-5.5%	-2.7%	-5.5%	17.7%	-2.1%	-5.3%	0.5%
COc1ccc(/C=N/NC(=O)c2cc(-c3ccccc3OC(C)C)nc3ccccc23)cc1CN1CCOCC1	-0.1	-2.1%	11.3%	3.2%	-0.7%[46.1 µM]	-0.1%	-18.3%	14.6%	7.4%	-2.9%
Cc1ccc2c(c1)NC(=O)CC(c1ccccc1)=N2	-1.2	-2.6%	nt	8.8%	-5.8%[46.1 µM]	-1.5%	12.2%	4.9%	?	0.4%
CC1CC(C)CN(S(=O)(=O)c2cccc(C(=O)N3CCN(c4ccc(F)cc4)CC3)c2)C1 (stereo not drawn)	-3.2	-3.4%	12.1%	-16.6%	-4.6%	12.9%	nt	nt	nt	-1.0%
CCCCOc1ccc(CN2CCCCC2)cc1	1.8	-9.0%	4.4%	8.7%	2.6%	0.1%	0.1%	-6.9%	0.6%	3.6%
N#C/C(=C(/O)COC(=O)c1ccc2c(c1)OCCO2)c1nc2ccccc2[nH]1	-9.1	-0.6%	0.2%	-19.2%	-0.9%	5.2%	?	4.1%	2.3%	-1.0%
COc1ccc(C2=NN(C(=O)c3cccc([N+](=O)[O-])c3)C(c3cccc([N+](=O)[O-])c3)C2)cc1 (stereo not drawn)	7.3	-5.4%	3.8%	-17.0%	nt	3.6%	4.3%	15.5%	-1.6%	-4.6%
OC(CN1CCN(c2ccccc2)CC1)Cn1c2ccccc2c2ccccc21 (stereo not drawn)	-3.5	1.2%	-3.5%	-15.1%[1.53 µM]	2.5%	-2.1%	-0.3%	11.4%	-10.7%	-7.4%
Fc1ccc2nc(C3CCN(Cc4nc(CC5CC5)no4)CC3)[nH]c2c1	22.0	2.0%	21.5%	-45.0%[inhibitor]	-0.9%	9.2%	22.6%	0.8%	-4.6%	-1.1%
Cc1ccc2nc(NC3=NC(CC(=O)O)C(=O)N3)nc(C)c2c1 (stereo not drawn)	-30.6	nt	-0.7%	nt	nt	-4.1%	-2.4%	17.9%	0.7%	nt
O=[N+]([O-])c1ccc(O)c(CN2CCCCCC2)c1	-7.3	-0.4%	7.4%	7.4%	0.1%	1.3%	2.9%	3.0%	?	-0.4%
COCCCn1c(SCC(=O)NC(C)C)nnc1-c1ccccc1	-2.0	-6.0%	-5.4%	26.3%	1.0%	0.4%	-1.4%	6.4%	-9.2%	4.8%
Cc1ccc(C(C(=O)Nc2ccc(C(C)C)cc2)N(C)C(=O)c2ccc(=O)[nH]c2)cc1 (stereo not drawn)	1.2	0.6%	-3.9%	-26.3%	-0.2%	17.9%	-2.6%	13.8%	0.7%	-0.4%
CCOc1ncccc1C(=O)Nc1ccc(S(=O)(=O)Nc2nccs2)cc1	30.5	-0.6%	27.3%	-16.3%	-5.8%	-3.5%	nt	-2.9%	-2.3%	-1.1%
O=C(OCCN1C(=O)c2ccccc2C1=O)c1ccccc1	-35.5	-2.6%	1.9%	19.0%	1.0%	-2.4%	-12.9%	-1.7%	13.5%	2.9%
O=C(C[C@H]1C/C=C\C[C@@H](Cc2ccc(F)cc2)C(=O)O[C@H](c2ccccc2)CNC1=O)NCCO	-1.7	-2.2%	-2.2%	5.7%	5.9%	nt	nt	nt	nt	2.0%
CCN(CC(=O)Nc1c(F)cccc1F)C(=O)c1cccc(-n2cccc2)c1	0.0	-0.2%	-0.5%	-10.4%	-1.6%	7.6%	nt	nt	nt	-2.3%
CC(C)(C)NC(=O)C(OC(=O)c1ccco1)c1ccc(Cl)cc1 (stereo not drawn)	1.8	0.2%	7.2%	-0.7%	12.4%	1.0%	-12.0%	4.8%	-2.0%	0.6%
CCOCCCNC(=S)N1C2CCC1CC(NC(=O)Nc1ccc(C(=O)OCC)cc1)C2 (stereo not drawn)	-4.0	-3.6%	-0.2%[11.5 µM]	3.4%	-7.9%	-2.0%	7.7%	-2.3%	-2.2%	-0.8%
O=C(NS(=O)(=O)Oc1cccc(F)c1)OC[C@@H]1CCCN2CCCCC12 (stereo partly drawn)	43.3	-0.2%	5.3%	10.5%	2.4%	26.1%	2.2%	-4.3%	-10.9%	-5.1%
CCc1cccc2c(C#N)cn(CCOc3ccccc3OC)c12	13.0	-1.3%	0.6%	-3.1%	-18.1%	1.4%	-26.6%	4.1%	-0.6%	-16.1%
COc1cccc2c1Oc1ncccc1N(C(=O)CCC(=O)NCc1ccccc1Cl)C2	4.6	0.0%	-10.3%	-8.7%	-3.0%	5.8%	-7.9%	7.3%	-2.1%	-0.6%
COc1cc(CN2CCN(CC3CC3)CC2CCO)cc(OC)c1 (stereo not drawn)	28.1	2.2%	-1.3%	-47.8%[inhibitor]	-0.1%	0.2%	-1.9%	-7.4%	-9.5%	2.4%
CCCC[N+](CC#CCO)(CC#Cc1ccccc1)CCCC	7.1	-4.8%	-11.5%	-9.4%	1.1%	-0.8%	nt	-13.2%	10.3%	0.7%
Cc1nn(CC(=O)Nc2cccnc2)c(=O)c2ccccc12	2.6	-6.3%	-1.1%	3.1%	-5.0%	0.6%	-0.3%	-8.1%	-2.6%	1.7%
O=C(COC(=O)CC1CC2CCC1C2)NC(=O)NCc1ccco1 (stereo not drawn)	7.2	-10.9%	4.0%	-10.1%	5.2%	10.2%	-14.0%	8.9%	-2.6%	-2.5%
Cn1c(=O)[nH]c(=O)c2c1nc(N1CCCCCC1)n2CCOc1ccccc1	19.3	-3.5%	0.1%	10.4%	-0.4%	-5.7%	-3.9%	-5.0%	8.5%	7.3%
O=C(COC(=O)c1ncc(Cl)c(Cl)c1Cl)Nc1ccccc1OC(F)F	0.4	-3.0%	5.5%	-11.2%	1.2%[46.1 µM]	5.5%	-1.1%	19.2%	-9.2%	-1.9%
COC(=O)[C@]1(C)N[C@H](CN(C)C(=O)Nc2ccc(C(F)(F)F)cc2)[C@@H]2C(=O)N(C)C(=O)[C@@H]21	16.8	-2.5%	10.1%	-0.2%	1.7%	nt	nt	nt	nt	3.0%
Cc1cc(C(=O)NNC(=O)COc2c(C)cc(Br)cc2C)n[nH]1	12.3	-6.1%	8.0%	21.0%	0.7%	0.4%	nt	12.2%	-0.2%	?
COc1ccc(/C=N/OCC(=O)OCC(=O)N(C)c2ccccc2)cc1	-16.9	-0.4%	0.2%	-12.3%	-3.9%	-1.3%	nt	nt	nt	-3.9%
Cc1cc(C)c(NC(=O)Nc2ccccc2C)c(Cl)c1	13.2	-3.8%	4.4%	-17.9%	-3.4%	0.3%	-0.6%	1.3%	0.5%	0.6%
Cc1ccc2oc(=O)c3cnn(CC(=O)N(CCN(C)C)Cc4ccco4)c3c2c1	2.3	-12.0%	8.5%	-10.8%	-1.1%	0.8%	1.3%	-24.9%	-2.7%	1.9%
Cc1nnsc1S(=O)(=O)Cc1ccccc1Cl	-14.9	-3.2%	0.3%	-52.1%[inhibitor]	-3.4%	-1.9%	-7.4%	-0.1%	11.3%	0.3%
CC(C)OC(=O)c1ccc(N2CCN(c3ccc(F)cc3)CC2)nc1	-17.9	0.1%	16.7%	-42.5%[inhibitor]	2.1%	13.1%	7.0%	1.0%	-2.9%	-2.0%
c1ccc(-c2noc(-c3cccc4ccccc34)n2)cc1	-12.7	-0.8%	?	-26.7%	-0.7%	6.7%	26.6%	3.4%	8.2%	-9.9%
O=C(COC(=O)c1cc(S(=O)(=O)N2CCOCC2)ccc1F)c1ccccc1	-21.1	-0.4%	-6.1%	-5.5%	7.6%	nt	nt	nt	nt	1.6%
CC(C)/C=N/NC(=O)c1cccc(N2CCCC2=O)c1	0.0	-3.1%	-0.1%	6.4%	-7.3%[46.1 µM]	-2.4%	-10.6%	10.8%	-6.5%	-0.1%
